PI4K2A inh – qHTS for small molecular inhibitors of PI4K2A; Phosphatidylinositol 4-kinase type 2-alpha (Homo sapiens), Q9BTU6; purified PI4K2A, ADP-Glo luminescence, 1 h; stronger effect = lower value; activity change, negative = inhibition, % at 76.9 µM; 420,000 compounds, 0.13% hits; AID 1346378, 2018; in the data active means activity change below about -50%; inconclusive means mostly about -30% to -49%;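 further: -100% = wells without enzyme as full effect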
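Compounds are screened against recombinant PI4K2A using PI as substrate and ATP, the latter dispensed at 300 microM. Reactions run one hour at ambient temperature before ADP-Glo detection; full inhibition defined by wells lacking enzyme.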
TrxR1 substrate – qHTS Assay for Substrates of Mammalian Selenoprotein Thioredoxin Reductase 1 (TrxR1): qHTS | Potency, µM (series often up to 114 µM), without a hit: at the highest dose activity change, negative = substrate turnover | purified TrxR1 substrate turnover, NADPH consumption readout | Thioredoxin reductase 1, cytoplasmic (Rattus norvegicus), O89049 | 390,000 compounds, 0.01% hits | AID 588456, 2011; further: potency means the concentration at half of the fitted maximal effect; on the % scale 0 is the no-effect control and ±100 the full control effect; nearly all actives have a fitted effect of over 50% in size
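Rat TrxR1, dispensed at 90 nM, was prereduced with 400 uM NADPH (final) for 5 min at ~22 deg C, then incubated with compound 15 min before 400 uM selenite. A first-read NADPH fluorescence drop versus no-compound background flagged substrates.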
TrxR1 inh – qHTS Assay for Inhibitors of Mammalian Selenoprotein Thioredoxin Reductase 1 (TrxR1): qHTS; Thioredoxin reductase 1, cytoplasmic (Rattus norvegicus), O89049; recombinant rTrxR1, NADPH fluorescence consumption, selenite substrate; Potency, µM (highest dose often 114 µM), for inactives: top-dose activity change, negative = inhibition, hits mostly inhibitors; 390,000 compounds, 1% hits; AID 588453, 2011; further: potency means the concentration at half of the fitted maximal effect; on the % scale 0 is the no-effect control and ±100 the full control effect; nearly all actives have a fitted effect of over 65% in size
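Rat TrxR1 (90 nM in the dispensed reagent) was pre-reduced with 400 uM NADPH for 5 min at room temperature, then incubated with compound for 15 min. After 400 uM selenite was added, NADPH fluorescence (Ex 340/Em 450 nm) was followed for 8 min.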
Tb PGK inh – qHTS Assay to Find Inhibitors of Phosphoglycerate Kinase; Phosphoglycerate kinase, glycosomal (Trypanosoma brucei brucei), P07378; PGK/GAPDH coupled, Kinase-Glo luminescence, 60 min; Potency, µM (top dose mostly 57.5 µM), for the others: top-dose activity change, negative = inhibition, hits mostly inhibitors; 380,000 compounds, 0.043% hits; further: potency means the concentration at half of the fitted maximal effect; on the % scale 0 is the no-effect control and ±100 the full control effect; nearly all actives have a fitted effect of over 60% in size
Target sequence (P07378 whole entry, looked up): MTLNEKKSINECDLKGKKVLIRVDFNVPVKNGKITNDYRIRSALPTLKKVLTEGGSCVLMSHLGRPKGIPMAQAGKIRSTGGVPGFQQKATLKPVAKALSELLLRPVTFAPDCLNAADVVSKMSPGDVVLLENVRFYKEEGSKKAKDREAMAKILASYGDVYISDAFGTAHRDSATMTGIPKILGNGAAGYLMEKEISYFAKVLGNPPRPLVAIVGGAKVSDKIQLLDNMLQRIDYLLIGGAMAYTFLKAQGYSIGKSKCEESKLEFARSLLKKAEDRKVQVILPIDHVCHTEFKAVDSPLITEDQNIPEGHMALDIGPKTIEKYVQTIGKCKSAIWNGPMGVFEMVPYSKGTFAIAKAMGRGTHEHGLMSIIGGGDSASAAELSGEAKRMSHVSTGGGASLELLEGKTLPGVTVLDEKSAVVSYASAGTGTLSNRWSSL
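Recombinant glycosomal PGK reaction used 1,3-bisphosphoglycerate generated in-well by GAPDH (100nM final) in 100mM TEA pH 7.6, 5mM MgCl2, 0.01% Tween-20. After 60 minutes at room temperature, ATP was read by Kinase-Glo Plus luminescence end-point.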
IDH1 R132H inh – qHTS for Inhibitors of mutant isocitrate dehydrogenase 1 (IDH1): qHTS | IDH1-R132H enzyme, NADPH consumption, diaphorase/resazurin fluorescence | 390,000 compounds, 0.093% hits | Potency, µM (doses to about 76.6 µM), inactives show at the top dose activity change, negative = inhibition, hits mostly inhibitors | AID 602179, 2012 | Isocitrate dehydrogenase [NADP] cytoplasmic (Homo sapiens), O75874; further: potency means the concentration at half of the fitted maximal effect; on the % scale 0 is the no-effect control and ±100 the full control effect; nearly all actives have a fitted effect of over 65% in size
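IDH1-R132H (0.5 ug/mL) preincubated 30 min with compound, then NADPH (0.016 mM) and alpha-KG (2 mM) added; 80 min at RT, pH 7.5. Remaining NADPH coupled via diaphorase/resazurin to fluorescence (540/590 nm); concentration-response curves normalized to no-enzyme control.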
HP1b binding inh – HTS for Inhibitors of HP1-beta Chromodomain Interactions with Methylated Histone Tails; AlphaScreen HP1-beta / biotin-H3K9me3 peptide binding; Potency, µM (highest dose often 114 µM), for inactives: top-dose activity change, negative = inhibition, most hits filed as inhibitors; 390,000 compounds, 0.56% hits; AID 540317, 2011; further: potency means the concentration at half of the fitted maximal effect; nearly all actives have a fitted effect of over 70% in size; inactives centre near 23
Target sequence (P83916 whole entry, looked up): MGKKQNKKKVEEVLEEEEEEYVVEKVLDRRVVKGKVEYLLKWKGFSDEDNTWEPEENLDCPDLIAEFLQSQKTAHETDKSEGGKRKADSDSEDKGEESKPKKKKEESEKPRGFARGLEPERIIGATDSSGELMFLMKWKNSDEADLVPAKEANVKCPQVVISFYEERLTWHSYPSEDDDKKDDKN
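Compound inhibition of the preformed complex between 50 nM HP1-beta and 50 nM biotinylated H3K9me3 peptide was read by AlphaScreen. Buffer was PBS pH 7.4 with 0.01% Tween-20. Incubations ran 30 min at room temperature, with 10 ug/mL donor/acceptor beads.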
USP1 inh – Inhibitors of USP1/UAF1: Primary Screen; recombinant USP1/UAF1, Ub-Rhodamine cleavage fluorescence; Potency, µM (titrated, usually from 57.1 µM), inactives show at the top dose activity change, negative = inhibition, hits mostly inhibitors; 390,000 compounds, 0.23% hits; AID 743255, 2014; further: potency means the concentration at half of the fitted maximal effect; on the % scale 0 is the no-effect control and ±100 the full control effect; nearly all actives have a fitted effect of over 60% in size; inactives centre near -12
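In this screen, compounds sit with the deubiquitinase complex (1nM) for 15 min at room temperature before Ub-Rho is added at 150nM final. Fluorescence rise is then followed for 6 reads every 60 seconds.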
Pin1 inh – qHTS Assay to Find Inhibitors of Pin1. Pin1 FP peptide displacement, HiFluor488, 10 min. 390,000 compounds, 0.009% hits. Potency, µM (top dose mostly 115 µM), without a hit: top-dose activity, negative = inhibition, actives largely listed as inhibitors. AID 504891, 2011; active means well fitted inhibition curve with a large enough effect in the polarisation, with a control signal flat, not every such curve was filed as active; inconclusive means small, poorly fitted or top-dose-only effect, or effect the other way, or a change in a side signal; inactive means no such curve, though single readings can be large or run the other way; the % refers to the polarisation; further: potency means the concentration at half of the fitted maximal effect; on the % scale 0 is the no-effect control and ±100 the full control effect
Target sequence (Q13526 whole entry, looked up): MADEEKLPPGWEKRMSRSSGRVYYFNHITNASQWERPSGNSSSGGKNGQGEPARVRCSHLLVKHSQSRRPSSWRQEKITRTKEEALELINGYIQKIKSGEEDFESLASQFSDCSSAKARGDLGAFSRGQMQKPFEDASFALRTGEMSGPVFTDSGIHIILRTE
GLS inh – qHTS for Inhibitors of Glutaminase (GLS). Glutaminase kidney isoform, mitochondrial (Homo sapiens), O94925. GLS enzymatic activity, qHTS titration. Potency, µM (series often up to 45.5 µM), for the others: top-dose activity change, negative = inhibition, hits mostly inhibitors. 410,000 compounds, 0.21% hits. AID 624170, 2012; further: potency means the concentration at half of the fitted maximal effect; on the % scale 0 is the no-effect control and ±100 the full control effect
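Glutamate formation by hKGA was monitored fluorometrically using coupled glutamate oxidase, HRP and Amplex Red. Substrate was added as 1 mM L-glutamine solution; incubation was 30 min at RT after an initial read.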
* marks the source's active call; other numbers are inactive results; i = inactive; ? = inconclusive; nt = no result given; & = joins results of further samples; [ ] = dose if it differs, or a comment. Unless noted, the call rests on the fitted dose curve; in most records, active means well fitted curve in the direction sought with a large enough effect; inconclusive means small, poorly fitted or top-dose-only effect, or another doubt; inactive means no such curve, though single readings can be large; an effect the other way counts as inactive or inconclusive. An excerpt; the hit share may differ from the screen's.

item	canonical_smiles	PI4K2A inh	TrxR1 substrate	TrxR1 inh	Tb PGK inh	IDH1 R132H inh	HP1b binding inh	USP1 inh	Pin1 inh	GLS inh
1	CC1CCCCC1NC(=O)COC(=O)CNC(=O)c1cccc(F)c1 (centres undefined)	-1	7%	14%[57.1 µM]	-8%	0%	15%	-8%	-3%	0%
2	CCCN1CCCc2cc(CN(CCCN3CCOCC3)C(=O)Nc3ccc(OCC)cc3)ccc21	1&1	-5%[57.1 µM]	14%[57.1 µM]	-7%&-5%	4%&5%	?	-23%&-25%	-7%&-8%	17%&20%
3	CSc1n[nH]c(-c2ccc(C(F)(F)F)cc2)n1	0	9%	13%	-2%	0%	32%	-20%	-1%	6%
4	CCNC(=O)COn1c(SCC(=O)NCC)nc2ccccc2c1=O	-3	6%	25%	1%	5%	35%	-6%	0%	0%
5	Cc1noc(C)c1S(=O)(=O)N(C)C[C@H]1Oc2ccc(NS(=O)(=O)c3cn(C)cn3)cc2C(=O)N([C@H](C)CO)C[C@@H]1C	3	-1%	5%	0%	5%	40%[activator]	?	-3%	3%
6	Cc1ccc(NC2OC(C(O)CO)C(O)C2O)cc1[N+](=O)[O-] (centres undefined)	-7	-3%	-9%	-7%	5%	20%	-11%	-1%	-5%
7	COc1ccccc1CNC(=O)C1CCC(=O)N(CCCc2ccccc2)C1 (centres undefined)	-1	4%	9%	4%	-1%	24%	-18%	1%	6%
8	O=C(c1ccc(=O)[nH]n1)N1CCc2ccccc2C1	4	1%	4%	i	1%	49%[activator]	-20%	3%	-1%
9	CN(C)c1ccc(/C=N/n2ncc3ccccc32)cc1	-2	52%[activator]	10%	2%	10%	140%[activator]	12%	32%[activator]	17%
10	Cc1ccnc(NS(=O)(=O)c2ccc(NC(=O)Cc3ccc(Br)cc3)cc2)n1	6	-11%	-18%	1%	0%	16%	-4%	1%	6%
11	COC(=O)c1ccc2c(c1)sc(=NC(=O)c1ccc(S(=O)(=O)N3CCCCC3)cc1)n2C	-2	1%[57.1 µM]	27%[57.1 µM]	-6%	-9%	28%	?	-1%	-8%
12	CC(C)(C)C1=Nn2c(nnc2-c2ccccn2)SC1	-1	-6%	-15%	i	0%	?	-17%	-5%	-10%
13	CC[C@]12c3[nH]c4cc(CCC(=O)N(C)C)ccc4c3CCN1C(=O)[C@@H](CC(=O)NCC13CC4CC(CC(C4)C1)C3)C[C@@H]2C(=O)N1CCN(C(=O)c2ccco2)CC1	0	-2%	-1%	-1%	-8%	26%	-26%	0%	-2%
14	CC(C)C(NC(=O)c1c(F)cccc1F)C(=O)OCN1C(=O)c2ccccc2C1=O (centres undefined)	1	-5%	-8%	-2%	3%	46%[activator]	-14%	-9%	5%
15	Cc1cc(-c2cc(-c3ccc(Cl)cc3)on2)nc(NC2CCCC2)n1	1	14%[57.1 µM]	10%[57.1 µM]	8%	1%	70%[activator]	-16%	-2%	0%
16	COc1ccc(-c2noc(CN(C)S(=O)(=O)c3ccc(Cl)cc3)n2)cc1OC	-1	0%	19%	2%	6%	44%	-18%	-2%	-1%
17	COc1ccc(NC(=O)CC2(CC(=O)O)CCCC2)cc1	4	-17%	-19%	1%	0%	31%	-15%	1%	15%
18	Cc1nn(-c2ccccc2)c(C)c1/C=N/NC(=O)CSc1nnc(SCc2ccc(Cl)cc2)s1	0	3%	11%	13%	-2%	31%	-17%	2%	3%
19	CCC1CCCCN1C(=O)COc1ccc(S(=O)(=O)N2CCOCC2)cc1Cl (centres undefined)	0	5%	17%	-10%	-13%	31%[activator]	-14%	-5%	-1%
20	COCC1CCCN(C(=O)c2cc(COc3cncc(Cl)c3)on2)C1 (centres undefined)	0	10%	34%	-4%	6%	20%	-17%	1%	-21%
21	CCOC(=O)c1sc(NS(=O)(=O)c2ccc(C)cc2)nc1C	-1	-7%	-3%	i	1%	39%	-11%	0%	20%
22	Nc1nc(-c2cc(Cl)cc(Cl)c2OC(F)F)cs1	6	-8%	4%	i	2%	14%	?	-3%	5%
23	COc1ccc(C(=O)Nc2nnc(SCc3cc(=O)c4cc(C)cc(C)c4[nH]3)s2)cc1	0	6%[57.1 µM]	22%[57.1 µM]	i	-11%	17%[57 µM]	-3%	19%	3%
24	Cc1cc(C(=O)CCC(=O)N2CCN(c3ccccc3F)CC2)c(C)s1	-2	-5%	5%	-9%	-3%	50%[activator]	-18%	9%	-2%

Overlap with the part before: 2 entries; new compounds follow.
item	canonical_smiles	PI4K2A inh	TrxR1 substrate	TrxR1 inh	Tb PGK inh	IDH1 R132H inh	HP1b binding inh	USP1 inh	Pin1 inh	GLS inh
23	COc1ccc(C(=O)Nc2nnc(SCc3cc(=O)c4cc(C)cc(C)c4[nH]3)s2)cc1	0	6%[57.1 µM]	22%[57.1 µM]	i	-11%	17%[57 µM]	-3%	19%	3%
24	Cc1cc(C(=O)CCC(=O)N2CCN(c3ccccc3F)CC2)c(C)s1	-2	-5%	5%	-9%	-3%	50%[activator]	-18%	9%	-2%
25	CN(C)c1ccc(/C=c2\sc3n(c2=O)CCCN=3)cc1	-4	-3%[57.1 µM]	-3%[57.1 µM]	-5%	8%	16%	-3%	?	34%[activator]
26	CCOc1ccc(C2c3[nH]c4ccccc4c3C[C@H]3C(=O)N(C4CC4)CC(=O)N23)cc1OC (some centres undefined)	8	6%	15%	-2%	0%	16%	?	-5%	-1%
27	COc1cccc(N2CCN(C(=O)c3ccc(CS(=O)Cc4ccc(Cl)cc4)o3)CC2)c1 (centres undefined)	-3	3%	-5%	-10%	10%	11%	-26%	-5%	9%
28	CC(C)c1ccc(Nc2c([N+](=O)[O-])c(=O)n(C)c3ccccc23)cc1	7	-1%	13%	3%	-2%	-9%	-30%	?	6%
29	Cc1ccc(CN2C(=O)CN(C3CCCCCC3)C(=O)C2c2ccc(F)cc2)cc1 (centres undefined)	-3	-3%[57.1 µM]	5%[57.1 µM]	8%	30%	23%	-28%	-8%	-10%
30	O=C(CC1C(=O)NCCN1Cc1ccc(F)c(F)c1)NCCn1cccn1 (centres undefined)	-1	-2%[57.1 µM]	-10%[57.1 µM]	i	-6%	34%	-22%	?	7%
31	COc1cccc(NC(=O)N2CCC(NC(=O)C(Cc3ccccc3OC)NC(C)=O)CC2)c1 (centres undefined)	6	-3%[57.1 µM]	6%[57.1 µM]	-4%	4%	16%	-3%	0%	-16%
32	Cc1cc(C)c2c(n1)sc1c(N3CCCCC3)ncnc12	-1	11%	24%[57.1 µM]	i	16%	61%[activator]	-19%	1%	5%
33	COc1ccc(/C=N/N=C2/NC(=O)CC(C(=O)O)S2)cc1 (centres undefined)	-4	5%[57.1 µM]	-9%[57.1 µM]	-11%	2%	14%	-21%	-9%	0%
34	CC(=O)Nc1ccc(-n2nnnc2SCC(=O)NCc2cccs2)cc1	0	2%[57.1 µM]	10%[57.1 µM]	2%	6%	24%	-20%	-1%	-1%
35	CCOC(=O)COc1c(Br)cc(C2NC(=O)NC(C)=C2C(C)=O)cc1OC (centres undefined)	-1	-2%	-3%	-7%	3%	27%	-8%	4%	-6%
36	COc1ccc(NC(=O)c2cccc(S(=O)(=O)N3CCOCC3)c2)cc1	3	-5%	-6%	-4%	1%	9%	5%	-5%	1%
37	COc1ccccc1-c1ccnc2[nH]n(-c3ccccc3)c(=O)c12	-6	-8%	4%	i	-9%	-15%	-11%	7%	8%
38	CCCSc1cc(N)cc([N+](=O)[O-])c1	7	10%[57.1 µM]	22%[57.1 µM]	2%	-2%	10%	-12%	-2%	0%
39	COc1cccc(NC(=O)C2CCN(C(=O)NC3CCCCC3)CC2)c1	-4	2%[57.1 µM]	-19%[0.0914 µM]	1%	1%	37%	-10%	3%	-4%
40	O=C(NN1C(=O)C2CCCCC2C1=O)c1ccco1 (centres undefined)	1	0%	-11%	0%	-10%	30%	3%	0%	3%
41	CCc1ccc(NC(=O)Cn2c(=O)n(-c3cc(C)cc(C)c3)c(=O)c3oc4ccccc4c32)cc1	-1	15%	24%	i	-14%	14%	-14%	-3%	-9%
42	Cc1ccc2c(c1)N(C(=O)CCC(=O)NCc1ccccc1F)CC(C)O2 (centres undefined)	-4	5%	9%	1%	0%	66%[activator]	-5%	23%	0%
43	CCCC1=C(C(=O)OCC)C(c2ccc(F)cc2)n2ncnc2N1 (centres undefined)	1	13%[57.1 µM]	8%[57.1 µM]	-6%	6%	46%	-22%	-3%	14%
44	O=C(CCc1ccccc1)NCCCN1CCOCC1	11	7%	19%	-1%	-5%	60%[activator]	4%	-16%	10%
45	O=C(COC(=O)COc1ccc(Cl)cc1Br)NC1CCCC1	3	nt	nt	i	4%	nt	-22%	nt	0%

Screening results as filed in PubChem BioAssay.
